MT stabilize HCS = microtubule stabilization, imaging screen. AID 2205. HeLa tubulin immunostaining HCS, 24 h; share of cells brighter than vehicle mean+2SD. % tubulin-high responders, % at 10 µM. hit rate 0.83% among 200,000;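 active = plate Z-score above 3 for both tubulin-high and condensed-nucleus cell shares, with cell loss under 80%, at 10 µM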;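 note: anti alpha tubulin signal scored within the nucleus-defined area of each cell; some results filed as inactive read as strong as hits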
Hep lipid drop = hepatic lipid droplet formation modulation; inhibition, % at 6.5 µM; AML12 mouse hepatocytes, oleate lipid droplets, BODIPY imaging; hit rate 0.4% among 240,000;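 active = lipid droplet intensity inhibited by at least 50%, with more than 500 cells counted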
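Test system: AML12 mouse liver cells; schedule: overnight exposure; technique: high-content imaging of BODIPY-stained droplets and DAPI nuclei; read-out: % inhibition of corrected integrated BODIPY droplet signal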
bCat nuc transl = modulators of beta-catenin nuclear translocation. hit rate 0.3% among 190,000. HeLa beta-catenin nuclear translocation, immunofluorescence imaging. nuclear translocation activity, % at 5 µM. AID 1665;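 active = nuclear translocation activity above 50% at 5 µM, with a well cell count of 50 or more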;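 note: per-cell ratio of nuclear to cytoplasmic median beta-catenin stain intensity; plate controls were DMSO negative control for no effect and GSK-3 inhibitor IX positive control for full effect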
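Technique: fluorescence imaging of beta-catenin antibody stain plus DAPI / Material: human HeLa cell line / Incubation: compound treatment 24 h, 37°C, 5% CO2 / Read-out basis: % activation of per-cell nuclear versus cytoplasmic median beta-catenin signal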
PMI inhibition = human PMI inhibitors, high substrate, primary screen, biochemical, fluorescence intensity, high mannose 6-phosphate (AID 1220); recombinant PMI enzyme, coupled fluorescence intensity; higher % means a stronger effect; hit rate 0.66% among 190,000; inhibition, % at 20 µM, or IC50 in µM where a hit was titrated
PMI inhibitors = inhibitors of human PMI, primary screen, biochemical, fluorescence intensity, coupled assay (AID 1209); inhibition, % at 20 µM; hits with a dose series show IC50 in µM; purified PMI enzyme, coupled fluorescence intensity; higher % means a stronger effect; hit rate 0.42% among 190,000;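 note: plate controls were DMSO vehicle for no effect and wells lacking substrate for full effect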
Ins promoter up = MIN6 insulin promoter up-regulation; MIN6 insulin promoter-GFP reporter, high-content imaging; active compounds read high; z-score at 5 µM; hit rate 0.3% among 190,000; AID 1625;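 active = z-score above 3 at 5 µM with at least 500 cells counted in the well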
TNAP activation fold = stimulation of alkaline phosphatase TNAP activity – biochemical, luminescent, no phosphate acceptor, uHTS, primary screen (AID 1001). purified TNAP, luminescent activation assay, no phosphate acceptor; higher activation fold means a stronger effect. activation fold at 20 µM, or EC50 in µM where a hit was titrated. hit rate 0.03% among 200,000; in the data active = activation fold from about 3, or a potency from the dose series; inactive = the rest, 99 in 100 with activation fold below about 1.6; note: many of its hits are not listed in these tables
T cell modulator = modulates CD8 T cell binding to vesicles; 2C CD8+ T cell-vesicle binding, flow cytometry; active compounds read low; calls only at 7 µM; hit rate 0.068% among 330,000;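 active = response, share of CD8 T cells binding vesicles, and their 90th percentile fluorescence all below set limits, cut at about 80% in these data, passing the limit was not always enough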
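incubation = binding step 1.5 h, 37 °C, antibody labelling 20 min, ice | test system = 2C mouse CD8+ T cells | read-out basis = percent CD8+ FL2 mean versus row control | controls = Peptide-free naked vesicles (low) and QL9 vesicles with 0.7% DMSO vehicle (high) | detection = flow cytometry of vesicle-bound cells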
Autophagy mod = modulators of autophagy; hit rate 0.98% among 190,000; MEF GFP-LC3 puncta imaging; test concentration mostly 10 µM; AID 463193; calls only at 10 µM (by protocol);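 active = percentage of spot-positive cells more than 3 SD above its plate mean, without a fluorescence outlier flag or 80% toxicity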;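 note: spot-positive cell cutoff set from DMSO-treated cells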
Ins promoter up cell count = recorded beside Ins promoter up, whose call it bears; cell count; measured here: cytotoxicity, nuclei count;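 total cells summed across four imaged fields per well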
Hep lipid drop cells 6.5 µM = second read-out of Hep lipid drop, no call of its own (marks repeat the call); cell count; measured here: cell count, cytotoxicity flag;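 cells counted across two imaged fields per well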
bCat nuc transl cell count 5 µM = second read-out of bCat nuc transl, no call of its own (marks repeat the call); cell count; measured here: cell count, cytotoxicity flag
T cell modulator vesicle-bound % = further read-out of T cell modulator, marked with its call; double positive events, %; measured here: CD8+ vesicle-bound cell fraction;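 binding gate set so that unloaded-vesicle control wells show 10% double positive cells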
MT stabilize HCS Hoechst-high % = further read-out of MT stabilize HCS, marked with its call; % Hoechst-high responders; measured here: nuclear condensation Hoechst responders;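 share of cells brighter than vehicle mean plus two SD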
MT stabilize HCS cytotoxicity % = recorded beside MT stabilize HCS, whose call it bears; toxicity, %; measured here: cytotoxicity by cell density;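 0% = mean cell density of plate MIN control wells and 100% = no cells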
Autophagy mod cell loss 18 h = further read-out of Autophagy mod, marked with its call; toxicity, %; measured here: cell loss, nuclei count;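 cell loss after 18 h compound exposure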
Numbers without * were called inactive; i = inactive; x = not tested or not shown. Cut-off read from the data, not from the text of the source, unless noted: active = inhibition above about 50%; inactive = the rest.

SMILES | MT stabilize HCS | MT stabilize HCS Hoechst-high % | MT stabilize HCS cytotoxicity % | Hep lipid drop | Hep lipid drop cells 6.5 µM | bCat nuc transl | bCat nuc transl cell count 5 µM | PMI inhibition | PMI inhibitors | Ins promoter up | Ins promoter up cell count | TNAP activation fold | T cell modulator | T cell modulator vesicle-bound % | Autophagy mod | Autophagy mod cell loss 18 h
CC1=C(C(=O)Nc2ccccc2)C(c2sccc2C)n2nnnc2N1 (stereo not given) | 1.3 | 0.8 | 6.0 | 0 | 741 | x | x | -4% | 2% | 0.95 | 950 | 1.2 | x | x | i | 0
COc1ccc(Cl)cc1NC(=O)C/C(C)=N/NC(=O)Cc1ccccc1 | 2.4 | 1.5 | 7.8 | 42 | 684 | 0.6 | 990 | 18% | 16% | -0.08 | 1447 | 1.1 | i | 44 | i | -18
O=C(CN(C(=O)c1ccc(Cl)cc1)C1CCCCC1)Nc1ccc(Cl)c([N+](=O)[O-])c1 | 3.8 | 1.0 | 5.7 | -55 | 527 | -0.7 | 1126 | 2% | 4% | -3.4 | 706 | 0.9 | i | 40 | i | -6
S=C(NCCCN1CCOCC1)Nc1ccc(Cl)cc1Cl | 7.3 | 2.8 | 11 | 3 | 672 | -0.8 | 547 | -10% | -6% | -0.28 | 1453 | 1 | i | 25 | i | -6
Cc1cc(C)cc(OCc2nnc(SCC(=O)Nc3ccccc3)o2)c1 | 2.9 | 2.0 | 6.1 | 10 | 714 | x | x | -3% | 6% | -0.15 | 1142 | 1.1 | i | 33 | i | -4
CCc1cc2c(=O)c(-c3cnn(-c4ccccc4)c3)coc2c(CN2CCOCC2)c1O | 7.3 | 3.8 | 2.4 | x | x | 1.6 | 1371 | 11% | 16% | -0.21 | 1532 | 1 | i | 34 | i | -4
O=C(N/N=C/c1ccc(N2CCOCC2)cc1)C1CC1 | 4.3 | 3.2 | 6.4 | 2 | 686 | 8.5 | 870 | -7% | -7% | 0.08 | 1203 | 1.1 | i | 62 | i | -5
COc1ccc(C(Nc2ccccn2)c2oc(CO)cc(=O)c2O)cc1 (stereo not given) | 0.9 | 1.6 | 3.7 | 9 | 627 | x | x | 36% | 2% | 0.07 | 1280 | 1.1 | i | 61 | i | 6
O=C(Nc1ccn(-c2ccccc2)n1)c1ccc(Cl)cc1 | 2.8 | 1.8 | 7.9 | -10 | 396 | 2.1 | 1095 | 11% | 20% | x | x | 1.1 | i | 51 | i | -1
O=C(O)/C=C\C(=O)N1CCc2ccccc21 | 5.5 | 2.4 | 2.7 | 6 | 569 | -5.3 | 1049 | -1% | 3% | -0.33 | 1368 | 1 | i | 31 | i | 14
NS(=O)(=O)c1ccc(CCNC(=O)/C=C/c2ccc([N+](=O)[O-])cc2)cc1 | 2.3 | 2.4 | 1.3 | -18 | 690 | -2.1 | 1141 | -21% | -18% | -0.31 | 1237 | 1 | i | 7 | i | 2
Cc1ccc(NC(=O)Cn2nc(C)c(S(=O)(=O)N(C)C)c2C)cc1 | 3.7 | 4.6 | 12 | 13 | 601 | -2.1 | 1098 | -7% | -3% | -0.3 | 1341 | 1.1 | i | 25 | i | -2
N/C(=N\c1nc2c(c(=O)[nH]1)CCCC2)Nc1ccccc1 | 3.7 | 2.4 | 2.2 | x | x | -2.1 | 844 | -4% | -6% | -1.3 | 1253 | 1.2 | i | 42 | i | 12
Cc1[nH]c2ccccc2c1C(=O)/C=C/c1ccccc1Cl | 4.4 | 3.7 | 7.9 | -22 | 606 | -0.7 | 880 | -7% | 8% | -0.18 | 1168 | 1 | i | 45 | i | 18
CC1(C)CC(=O)C=C(Nc2cc(-c3ccccc3)[nH]n2)C1 | 3.8 | 1.8 | 6.3 | x | x | -2.7 | 1099 | -4% | -11% | -1.1 | 1075 | 0.7 | i | 48 | i | 19
Cc1ccccc1C(=O)NC1CCN(Cc2nnnn2Cc2ccc(F)cc2)CC1 | 4.3 | 2.7 | 6.4 | x | x | -1.2 | 1128 | 5% | -3% | 1.4 | 1278 | 1.1 | i | 52 | i | -9
O=C1CC(c2ccco2)CC(O)=C1C=NCCN1CCN(C(=S)Nc2ccccc2)CC1 (stereo not given) | x | x | x | 12 | 750 | 0.1 | 1350 | x | x | 0.3 | 1064 | x | i | 35 | x | x
O=C(NCc1ccccc1)c1nc(-c2cccs2)no1 | 2.3 | 1.2 | 3.8 | 3 | 680 | -4.4 | 1100 | 3% | 0% | 0.31 | 1592 | 1.1 | i | 46 | i | 10
O=C(CSC1=Nc2ccccc2C2=NC(CC(=O)N3CCN(c4ccccc4)CC3)C(=O)N12)NCC1CCCO1 (stereo not given) | 10 | 3.6 | 4.6 | 20 | 720 | -0.1 | 1054 | 20% | 7% | -0.45 | 1186 | 1 | i | 51 | i | 5
O=C(CC1Nc2c3ccccc3nc(=S)n2C1=O)NC1CCCCC1 (stereo not given) | 3.1 | 1.4 | 4.0 | 3 | 693 | -4.1 | 1165 | -12% | -17% | x | x | 1.1 | i | 13 | i | -2
O=C(COc1ccc(/C=N/NS(=O)(=O)c2ccccc2)cc1)NCc1ccccc1 | 1.6 | 0.9 | 2.5 | x | x | -0.1 | 1333 | -6% | -7% | 2 | 1415 | 1.1 | i | 14 | i | -2
CCCCNC(=O)Oc1cc(CCl)on1 | 4.1 | 3.3 | 5.4 | 0 | 700 | -2.9 | 1146 | -2% | -14% | -0.19 | 1202 | 1.2 | i | 51 | i | -13
COc1ccc(-n2ncc3c(NCc4cccs4)ncnc32)cc1 | 1.2 | 1.6 | 3.4 | -1 | 753 | 1.5 | 1072 | 4% | 13% | 1.7 | 1127 | 1 | i | 36 | i | -1
Clc1ccccc1Sc1cnc2ccccc2n1 | 1.5 | 1.6 | 8.1 | 8 | 749 | -4.5 | 1239 | 0% | 1% | -0.45 | 825 | 1.1 | i | 17 | i | 8
O=C1CCCC2=C1C(c1ccc(O)c(O)c1)c1c(ccc3ncccc13)N2 (stereo not given) | 2.3 | 2.3 | 5.7 | 0 | 667 | 0.8 | 1094 | 53%* | 36% | -0.36 | 1198 | 0.6 | i | 41 | i | -9

Overlap with the part before: four entries, then new ones.
SMILES | MT stabilize HCS | MT stabilize HCS Hoechst-high % | MT stabilize HCS cytotoxicity % | Hep lipid drop | Hep lipid drop cells 6.5 µM | bCat nuc transl | bCat nuc transl cell count 5 µM | PMI inhibition | PMI inhibitors | Ins promoter up | Ins promoter up cell count | TNAP activation fold | T cell modulator | T cell modulator vesicle-bound % | Autophagy mod | Autophagy mod cell loss 18 h
CCCCNC(=O)Oc1cc(CCl)on1 | 4.1 | 3.3 | 5.4 | 0 | 700 | -2.9 | 1146 | -2% | -14% | -0.19 | 1202 | 1.2 | i | 51 | i | -13
COc1ccc(-n2ncc3c(NCc4cccs4)ncnc32)cc1 | 1.2 | 1.6 | 3.4 | -1 | 753 | 1.5 | 1072 | 4% | 13% | 1.7 | 1127 | 1 | i | 36 | i | -1
Clc1ccccc1Sc1cnc2ccccc2n1 | 1.5 | 1.6 | 8.1 | 8 | 749 | -4.5 | 1239 | 0% | 1% | -0.45 | 825 | 1.1 | i | 17 | i | 8
O=C1CCCC2=C1C(c1ccc(O)c(O)c1)c1c(ccc3ncccc13)N2 (stereo not given) | 2.3 | 2.3 | 5.7 | 0 | 667 | 0.8 | 1094 | 53%* | 36% | -0.36 | 1198 | 0.6 | i | 41 | i | -9
O=C(CCc1nnc(CCCc2ccccc2)o1)N1CCCCCC1 | 3.6 | 1.3 | 8.7 | 0 | 679 | -1.7 | 1004 | 0% | 3% | 2.9 | 1384 | 1.1 | i | 53 | i | 15
CC(C)(C)N(Cc1ccccc1)C(=O)c1ccc(Cl)cc1[N+](=O)[O-] | 3.6 | 1.2 | 4.4 | -40 | 644 | -3.8 | 1058 | 4% | 5% | -0.41 | 1600 | 1 | i | 53 | i | -3
Cc1ccc(C(=O)Nc2cccc(C(=O)NCc3ccco3)c2)cc1 | 3.1 | 1.9 | 3.1 | 4 | 729 | x | x | 12% | 16% | -1.4 | 1276 | 1.1 | i | 38 | i | -5
O=C(CSc1cccc2cccnc12)N/N=C/c1ccc(F)cc1 | x | x | x | -10 | 665 | 1.8 | 1072 | x | x | 0.12 | 1452 | x | i | 41 | x | x
CCOC(=O)Cc1nnc(Nc2cc(C)ccc2C)c2ccccc12 | 2.0 | 2.8 | 2.8 | -15 | 623 | 1.8 | 1534 | -4% | -2% | -0.33 | 1406 | 1.1 | i | 61 | i | 10
O=C(COC(=O)c1ccc(S(=O)(=O)Nc2ccccc2)cc1)NCCN1C(=O)CSC1=O | 3.1 | 3.1 | 7.2 | 3 | 722 | x | x | 1% | 2% | -0.65 | 1265 | 1.2 | i | 56 | i | 3
COc1cc2c(cc1NC(=O)c1cccc([N+](=O)[O-])c1)oc1ccccc12 | 2.9 | 1.4 | 5.5 | 3 | 635 | -0.2 | 1036 | 16% | 15% | 1.3 | 1645 | 1 | i | 43 | i | -28
CC(=O)NC(C(=O)c1ccccc1)C(=O)c1ccccc1 | 2.7 | 3.1 | 8.2 | 13 | 659 | -1.2 | 484 | -57% | -42% | 0.82 | 1216 | 1 | i | 52 | i | -5
O=C(NCc1cccs1)C1CCCN1C(=O)Nc1ccc(Cl)cc1 (stereo not given) | 5.1 | 2.3 | 5.6 | -22 | 685 | -2.6 | 1044 | -7% | -6% | -0.29 | 1384 | 1.1 | i | 57 | i | 8

Structures above that bear a hit mark in PMI inhibition.
SMILES	MT stabilize HCS Hoechst-high %	PMI inhibition	PMI inhibitors	TNAP activation fold	T cell modulator	T cell modulator vesicle-bound %
O=C1CCCC2=C1C(c1ccc(O)c(O)c1)c1c(ccc3ncccc13)N2 (stereo not given)	2.3	53%*	36%	0.6	i	41
